Assay outcomes from PubChem BioAssay.
MCL1 BIM primary: inhibitors of MCL1 binding to BIM-BH3, primary screen, biochemical, fluorescence polarization | Induced myeloid leukemia cell differentiation protein Mcl-1 (Homo sapiens), Q07820 | GST-MCL1 / FITC-Bim-BH3 fluorescence polarization | inhibition, % at 10.9 µM | 320,000 compounds, 0.68% hits;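 active = inhibition above the mean inhibition of all tested compounds plus 3 SD, set per campaign, cut at about 40% in these data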;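 note: 0% = DMSO wells and 100% = unlabeled Bim-BH3 peptide control; higher means more loss of mP so more displacement of Bim peptide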
Target sequence (Q07820 whole entry, looked up): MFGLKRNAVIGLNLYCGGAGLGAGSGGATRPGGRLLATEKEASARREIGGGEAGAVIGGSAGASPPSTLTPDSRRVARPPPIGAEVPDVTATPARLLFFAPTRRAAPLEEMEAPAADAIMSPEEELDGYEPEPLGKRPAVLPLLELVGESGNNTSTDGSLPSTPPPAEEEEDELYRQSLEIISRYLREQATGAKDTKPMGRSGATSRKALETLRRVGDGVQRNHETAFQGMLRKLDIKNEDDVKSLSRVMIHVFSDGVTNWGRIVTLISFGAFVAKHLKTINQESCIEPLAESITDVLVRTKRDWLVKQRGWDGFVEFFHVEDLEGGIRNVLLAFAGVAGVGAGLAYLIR
PME-1 inh: PME-1 inhibitors via competitive probe labeling, primary screen, biochemical, fluorescence polarization, FP-Rh probe, HTS; Protein phosphatase methylesterase 1 (Homo sapiens), Q9Y570; recombinant PME-1; inhibition, % at 5.9 µM; 320,000 compounds, 0.53% hits; AID 2130, 2009;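 active = inhibition above the campaign mean of all compounds plus 3 SD, cut at about 26% in these data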;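 note: competitive labeling of PME-1 active site by serine hydrolase directed probe; 0% = PME-1 with DMSO and 100% = wells lacking PME-1 enzyme; inhibitors block probe labeling so polarization falls and inhibition rises; many of its hits are not listed in these tables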
Target sequence (Q9Y570 whole entry, looked up): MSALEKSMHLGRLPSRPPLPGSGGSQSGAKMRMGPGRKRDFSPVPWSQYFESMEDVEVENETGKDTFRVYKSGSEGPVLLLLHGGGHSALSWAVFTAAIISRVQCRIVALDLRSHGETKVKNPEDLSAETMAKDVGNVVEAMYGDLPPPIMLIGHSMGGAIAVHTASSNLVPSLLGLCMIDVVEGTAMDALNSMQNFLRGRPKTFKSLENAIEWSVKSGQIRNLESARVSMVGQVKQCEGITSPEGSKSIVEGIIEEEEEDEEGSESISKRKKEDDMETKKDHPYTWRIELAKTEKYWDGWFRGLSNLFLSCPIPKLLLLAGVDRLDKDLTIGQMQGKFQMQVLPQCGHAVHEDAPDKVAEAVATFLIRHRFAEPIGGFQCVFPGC
Fam108B counter: mouse Fam108B serine hydrolase inhibitors, primary screen, counter-screen for RBBP9 inhibitor project, biochemical, fluorescence polarization; recombinant Fam108B, FP-Rh probe fluorescence polarization; inhibition, % at 9.51 µM; 300,000 compounds, 0.33% hits; AID 1947, 2009;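 active = inhibition above the screen mean inhibition plus 3 SD, computed separately per campaign, cut at about 18% in these data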;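 note: inhibitors lower polarization as less probe binds the enzyme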
GRK2 inh: compounds blocking aptamer binding on GRK2 – biochemical, human GRK2, bead flow cytometry, HTS, primary screen | Beta-adrenergic receptor kinase 1 (Homo sapiens), P25098 | 330,000 compounds, 0.59% hits | FAM-aptamer displacement from GRK2 | inhibition of aptamer binding, % at 10 µM;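 active = inhibition of aptamer binding above 40%, roughly 3 SD of noise, on plates passing a quality check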;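 note: median bead fluorescence of bound FAM aptamer so fluorescent compounds give negative values; no value below 0 was filed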
VLA-4 inh: inhibition in human VLA-4 binding assay, primary screen, VLA-4 allosteric modulator project, MLPCN library, flow cytometry, VLA-4 expressing cells; ligand binding flow cytometry; inhibition, % (about 7 µM as worked out from the volumes in the protocol); 330,000 compounds, 0.2% hits; AID 2557, 2010; in the data active = inhibition above about 50%
GLD-1 TGE inh: GLD-1/TGE RNA complex disruptors, primary screen, biochemical, fluorescence polarization. Female germline-specific tumor suppressor gld-1 (Caenorhabditis elegans), Q17339. inhibition, % at 5.96 µM. purified GLD-1 + fluorescein TGE RNA. 320,000 compounds, 0.44% hits;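 active = percent inhibition above a per-plate cutoff, the plate mean of test compounds plus 3 SD, cut at about 30% in these data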;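 note: 0% = DMSO wells with GLD-1 and probe and 100% = wells lacking GLD-1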
MEX-5 binding: MEX-5 zinc finger RNA-binding disruptors – biochemical, C. elegans, fluorescence polarization, MLPCN library, primary screen; Zinc finger protein mex-5 (Caenorhabditis elegans), Q9XUB2; MEX-5/FITC-TCR2 RNA binding; stronger effect = lower value; activity score (negative = inhibition of binding), % at 10 µM; 300,000 compounds, 0.38% hits; AID 1832, 2009;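 active = inhibition past about -25% in most replicates, and total fluorescence under double the plate's negative control median, limit read from the data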;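 note: 0% = DMSO and -100% = 5 µM competing unlabeled TCR2 RNA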
Bcl-xL primary: inhibitors of human Bcl-xL, primary screen, biochemical, fluorescence polarization, HTS; GST-Bcl-xL / FITC-Bim BH3 peptide fluorescence polarization; inhibition, % at 10.9 µM; Bcl-2-like protein 1 (Homo sapiens), Q07817; 320,000 compounds, 0.7% hits; AID 2129, 2009;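 active = inhibition above the mean of all tested compounds plus 3 SD, cutoff set per campaign, cut at about 30% in these data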;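 note: 0% = DMSO wells and 100% = unlabeled Bim-BH3 peptide competitor; inhibitors lower millipolarization by displacing the labeled peptide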
Target sequence (Q07817 whole entry, looked up): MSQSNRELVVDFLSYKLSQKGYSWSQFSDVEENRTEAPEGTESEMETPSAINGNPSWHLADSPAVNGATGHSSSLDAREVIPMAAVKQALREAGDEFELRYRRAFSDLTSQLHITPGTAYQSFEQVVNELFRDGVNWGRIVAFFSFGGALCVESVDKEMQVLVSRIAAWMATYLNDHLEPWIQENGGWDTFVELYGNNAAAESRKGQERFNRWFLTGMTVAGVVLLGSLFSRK
Efflux pump mplx: inhibitors of Candida efflux pumps in yeast, primary screen, S. cerevisiae, Nile Red, multiplex; S. cerevisiae Candida pump triplex; inhibition, % at 10 µM; 330,000 compounds, 0.44% hits;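 active = plate passing quality check with inhibition over a set limit, or well fluorescence over plate mean plus 4 SD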;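 note: Nile Red retained in pooled yeast measured as flow cytometry median fluorescence; 0% = buffer negative control and 100% = Enniatin B positive control; higher means more Nile Red kept so more efflux inhibition; some compounds called inactive have numbers as strong as hits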
The depositor's hits bear a star; x = no result given.

1) CCOc1ccccc1NC(=O)CN1C(=O)COc2ccc(S(=O)(=O)N3CCOCC3)cc21
2) NS(=O)(=O)c1ccc(NC(=O)c2cccc(N3C(=O)c4ccccc4C3=O)c2)cc1
3) O=C(COC(=O)/C=C/c1cccc(F)c1)Nc1ccccc1-c1ccccc1
4) COc1ccc(-c2cc(C(=O)N3CCN(c4ccccc4OC)CC3)no2)cc1
5) O=C(COC(=O)C1=COCCO1)Nc1cc(C(F)(F)F)ccc1Cl
6) O=C(COC(=O)CSc1ccccc1)NNC(=O)c1ccc([N+](=O)[O-])cc1
7) COc1cc(CN2CCN(CC#Cc3ccccc3)CC2CCO)cc(OC)c1 (stereo not drawn)
8) Cc1ccc(C(NC(=O)NCCCN2CCOCC2)=C(Cl)Cl)cc1F
9) COc1ccc(C(=O)NC2CC2)cc1OC1CCN(C/C=C/c2ccccc2)CC1
10) CCOC(=O)c1c(CN2CCCCC2)n(C)c2cc(Br)c(OC)cc12
screen / no.	1	2	3	4	5	6	7	8	9	10
GLD-1 TGE inh	4	3	1	-1	0	-1	x	2	5	-1
Fam108B counter	0	-14	-2	1	x	6	x	2	3	-2
Efflux pump mplx	-0.1	-0.3	0.0	0.4	0.3	-0.1	-0.1	0.0	0.1	-0.1
GRK2 inh	2	5	2	3	0	3	4	0	0	0
PME-1 inh	1	-16	6	13	x	8	x	1	7	-1
Bcl-xL primary	-3	12	5	6	x	2	x	5	5	-1
VLA-4 inh	4	9	-9	11	19	-3	6	-2	-11	6
MCL1 BIM primary	-7	39	3	2	x	1	x	6	8	-5
MEX-5 binding	0.0	0.3	-2.3	1.0	x	-0.7	4.6	-0.5	-0.2	-0.5

11) CC(NS(=O)(=O)c1ccc(CCC(=O)NCC2CCCO2)cc1)c1ccccc1 (stereo not drawn)
12) C=CCSc1nnc(NC(=O)c2nc(SCC)ncc2Cl)s1
13) Nc1nc(SCC(=O)NC2CCCCCC2)[nH]c(=O)c1-c1ccccc1
14) Cc1nn(C(C)C(=O)NCCCc2ccccc2)c(=O)c2nn(-c3ccccc3)c(C)c12 (stereo not drawn)
15) O=C(NCCNC1CCC(c2ccccc2)CC1)c1ccc(F)cc1 (stereo not drawn)
16) Cc1ccccc1C(=O)Nc1ccccc1C(=O)NCC(C)C
17) COc1ccccc1C(=O)Nc1ccnn1C1CCN(CCCC2CCCC2)CC1
18) COc1cc(NC(=S)N2CCC(C(O)(c3ccccc3)c3ccccc3)CC2)cc(OC)c1
19) COC(=O)CCCCC1SCC2NC(=O)NC21O (stereo not drawn)
20) CC(C)Nc1nc(Oc2ccc(Cl)cc2Cl)cc(C(F)(F)F)n1
screen / no.	11	12	13	14	15	16	17	18	19	20
GLD-1 TGE inh	3	-5	-2	3	-3	4	6	-4	7	-2
Fam108B counter	0	2	-1	0	0	1	-2	-4	2	0
Efflux pump mplx	-0.1	0.0	0.1	-0.2	0.0	0.0	-0.1	0.0	0.0	0.1
GRK2 inh	0	12	2	0	23	4	0	0	0	5
PME-1 inh	-2	-1	0	2	5	-4	4	-2	4	-5
Bcl-xL primary	3	2	0	-10	3	-4	-2	-6	0	2
VLA-4 inh	5	39	-5	1	15	9	-7	-15	9	9
MCL1 BIM primary	-3	-3	3	1	-3	-9	2	-8	3	1
MEX-5 binding	1.0	-1.9	-3.2	-1.5	-0.4	1.9	2.0	1.0	2.9	1.6

21) CCOc1ccccc1N(CC(=O)NC1CCCCC1)C(=O)CNC(=O)c1ccco1
22) COc1ccc(NCc2nnc(SCc3ccccc3)n2-c2ccc(OC)cc2)cc1
23) COC(=O)c1cc2sc(Cl)cc2n1CC(=O)NCC1CCCO1 (stereo not drawn)
24) NC(Cc1ccccc1)C(=O)N1CCCCC1 (stereo not drawn)
25) CCc1nc2cc(C)nn2c2nc3ccccc3n12
26) Cc1onc(-c2c(F)cccc2Cl)c1C(=O)Nc1nnc(-c2ccccc2)s1
27) CNS(=O)(=O)c1cccc(C(=O)OCC(=O)N2CCCC2)c1
28) Cc1ccc(NC(=O)C2C3CCCC2C3c2ccccc2)cc1 (stereo not drawn)
29) O=C(CCc1nc2ccccc2c(=O)[nH]1)NCc1ccccn1
30) CN(C)C(=O)C(NC(=O)c1ccccc1)=C(Cl)Cl
screen / no.	21	22	23	24	25	26	27	28	29	30
GLD-1 TGE inh	-7	4	3	5	10	4	13	6	1	-8
Fam108B counter	1	2	-6	-2	5	2	3	-1	1	0
Efflux pump mplx	0.1	0.1	-0.1	0.1	0.3	-0.1	-0.3	0.3	0.3	-0.1
GRK2 inh	2	1	0	0	3	0	0	1	0	3
PME-1 inh	4	1	-1	-3	8	-3	-2	3	-5	2
Bcl-xL primary	7	3	4	-4	4	-3	0	-1	1	2
VLA-4 inh	-9	-10	-17	3	-11	-2	-14	-16	4	-13
MCL1 BIM primary	7	3	10	-1	-1	-4	7	1	-2	3
MEX-5 binding	0.7	0.3	1.2	1.6	0.9	0.1	0.8	2.1	-1.1	-1.7

31) COCCN=C1N[C@@H](c2ccccc2)C(C(=O)OC)=C(C)N1Cc1ccccc1
32) O=C(Nc1nc2ccc(S(=O)(=O)N3CCCC3)cc2s1)C1CCCCC1
33) COc1ccc2nc3ccccc3nc2c1N
34) CCOC(=O)N1CCN(C(=O)CN(C)S(=O)(=O)c2ccc(Cl)cc2)CC1
35) CCCn1c(=S)[nH]c2ccccc2c1=O
36) O=C(/C=C/c1ccco1)NC(=S)N1CCCCC1
37) O=C(Nc1cccc(Cl)c1)c1ccc(F)c(S(=O)(=O)NCc2ccc3c(c2)OCO3)c1
38) CC(C)Cn1c(S(=O)(=O)O)nc2ccccc21
39) CNC(=O)c1ccc(-c2ccc(Cl)c(Cl)c2)s1
40) O=C(c1cc(COc2ccccc2)on1)N1CCCC(CN2CCOCC2)C1 (stereo not drawn)
screen / no.	31	32	33	34	35	36	37	38	39	40
GLD-1 TGE inh	13	2	6	-6	4	3	3	0	1	-5
Fam108B counter	-1	-1	0	4	-2	2	-21	1	-7	0
Efflux pump mplx	-0.1	0.1	0.4	-0.4	-0.3	0.0	-0.2	-0.1	0.0	0.1
GRK2 inh	1	1	2	0	2	2	0	0	0	0
PME-1 inh	3	-2	6	1	0	3	-31	2	-7	1
Bcl-xL primary	6	7	13	3	-4	4	6	3	5	5
VLA-4 inh	24	7	-5	6	6	-10	-1	9	10	10
MCL1 BIM primary	-6	10	11	-8	-1	8	8	4	5	6
MEX-5 binding	-6.6	0.2	-4.0	1.1	0.2	-2.5	-3.6	2.8	0.6	-0.4

41) O=C(Nc1c[nH]c(=O)[nH]c1=O)c1cc([N+](=O)[O-])cc([N+](=O)[O-])c1
42) Cc1ccc[n+](CC(=O)c2ccc(Br)cc2)c1C
43) CC(C)=NNc1nc(-c2ccc([N+](=O)[O-])cc2)cs1
44) CS(=O)(=O)N1N=C(c2ccccc2)CC1c1ccc2c(c1)OCO2 (stereo not drawn)
45) CCc1ccc2c(c1)C(=O)C(=O)N2CC(=O)Nc1ccc(NC(=O)c2ccccn2)cc1
46) COC(=O)C(NC(=O)CCc1c(C)nc2ncnn2c1C)C(C)C (stereo not drawn)
47) COc1ccc([C@H]2CC(=O)C=C(c3ccc(SC)cc3)C2)cc1
48) COc1ccc(-c2cc(C(=O)N3CCN(c4ccccc4F)CC3)c3ccccc3n2)c(OC)c1
49) Cc1cn(C2OC(COC(=O)c3ccccc3)C(OC(=O)c3ccccc3)C2OC(=O)c2ccccc2)c(=O)[nH]c1=O (stereo not drawn)
50) O=C(N/N=C/c1cc2ccccc2nc1Cl)c1ccncc1
51) CCCCC(NC(=O)Cc1c(C)c2cc3c4c(oc3cc2oc1=O)CCCC4)C(=O)O (stereo not drawn)
screen / no.	41	42	43	44	45	46	47	48	49	50	51
GLD-1 TGE inh	0	-8	1	-5	5	6	3	1	8	5	-6
Fam108B counter	-5	-2	-2	-7	-27	3	x	-6	-11	-1	-4
Efflux pump mplx	0.0	0.1	0.3	0.4	0.4	-0.1	-0.2	0.0	0.1	0.4	0.1
GRK2 inh	0	0	2	0	0	0	0	1	100*	4	0
PME-1 inh	-8	2	-1	28*	-42	2	-3	-3	1	2	-3
Bcl-xL primary	2	-1	-4	4	6	4	4	1	5	6	6
VLA-4 inh	9	10	10	x	4	0	8	-3	-52	21	7
MCL1 BIM primary	2	0	0	5	13	3	4	-4	-2	6	3
MEX-5 binding	2.7	0.5	-0.9	4.4	1.2	0.3	x	-1.2	2.0	-0.9	-0.3

Molecules shown so far that have a thiophene ring, fused or not (two):
23) COC(=O)c1cc2sc(Cl)cc2n1CC(=O)NCC1CCCO1 (stereo not drawn)
39) CNC(=O)c1ccc(-c2ccc(Cl)c(Cl)c2)s1
screen / no.	23	39
GLD-1 TGE inh	3	1
Fam108B counter	-6	-7
Efflux pump mplx	-0.1	0.0
GRK2 inh	0	0
PME-1 inh	-1	-7
Bcl-xL primary	4	5
VLA-4 inh	-17	10
MCL1 BIM primary	10	5
MEX-5 binding	1.2	0.6

A portion of the library. The share of hits here may be higher or lower than overall.
